High-throughput results as filed in PubChem BioAssay.
rTrxR1 inhibitor – inhibitors of rat thioredoxin reductase 1; O89049; recombinant rTrxR1, NADPH fluorescence consumption, selenite substrate; Potency, µM (top dose mostly 114 µM), for the others: at the highest dose activity change, negative = inhibition, usual class: inhibitors; 390,000 tested, 1% active; AID 588453; note: potency is the fitted concentration of half-maximal effect; % is set by controls: 0 for no effect and ±100 for the full control effect; nearly all actives have a fitted effect of over 65% in size
Target sequence (O89049 whole entry, looked up): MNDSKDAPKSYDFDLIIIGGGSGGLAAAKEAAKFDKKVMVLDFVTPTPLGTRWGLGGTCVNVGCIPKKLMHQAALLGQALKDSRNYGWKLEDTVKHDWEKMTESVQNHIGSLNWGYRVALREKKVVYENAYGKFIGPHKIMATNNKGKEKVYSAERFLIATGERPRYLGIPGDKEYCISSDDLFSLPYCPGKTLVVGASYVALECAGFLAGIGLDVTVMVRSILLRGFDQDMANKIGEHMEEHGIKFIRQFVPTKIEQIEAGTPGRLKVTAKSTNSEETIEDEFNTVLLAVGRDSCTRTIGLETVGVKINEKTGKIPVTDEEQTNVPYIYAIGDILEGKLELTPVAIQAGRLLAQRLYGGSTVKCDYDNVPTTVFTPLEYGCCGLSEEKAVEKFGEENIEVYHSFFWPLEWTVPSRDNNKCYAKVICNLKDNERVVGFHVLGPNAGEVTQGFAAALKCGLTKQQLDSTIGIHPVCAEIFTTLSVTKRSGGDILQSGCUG
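Rat TrxR1 (90 nM in the dispensed reagent) was pre-reduced with 400 uM NADPH for 5 min at room temperature, then incubated with compound for 15 min. After 400 uM selenite was added, NADPH fluorescence (Ex 340/Em 450 nm) was followed for 8 min.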
PI4K2A inh – inhibitors of human PI4K2A. purified PI4K2A, ADP-Glo luminescence, 1 h; hits give low values. AID 1346378. Q9BTU6. 420,000 tested, 0.13% active. activity change, negative = inhibition, % at 76.9 µM; in the data active = activity change below about -50%; inconclusive = mostly about -30% to -49%;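 note: -100% = wells without enzyme as full effect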
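PI4K2A activity was measured by ADP-Glo luminescence: enzyme (4 ug/mL stock) and phosphatidylinositol (1.2 mM stock) in Tris pH 7.5/MgCl2/EGTA/Triton X-100 buffer were reacted with ATP (300 microM stock) for one hour at ambient temperature.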
TrxR1 substrate – rat thioredoxin reductase 1 substrate activity; O89049; purified TrxR1 substrate turnover, NADPH consumption readout; Potency, µM (highest dose often 114 µM), inactives show at the top dose activity change, negative = substrate turnover; 390,000 tested, 0.01% active; note: potency is the fitted concentration of half-maximal effect; % is set by controls: 0 for no effect and ±100 for the full control effect; nearly all actives have a fitted effect of over 50% in size
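Rat TrxR1, dispensed at 90 nM, was prereduced with 400 uM NADPH (final) for 5 min at ~22 deg C, then incubated with compound 15 min before 400 uM selenite. A first-read NADPH fluorescence drop versus no-compound background flagged substrates.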
TRHR PAM – allosterically enhances the human TRH receptor. P34981. TRHR cells, fluo-8 calcium fluorescence, EC20 TRH enhancement. enhancement, % at 2 µM. 360,000 tested, 0.66% active. AID 493056; in the data active = enhancement above about 30%; note: 0% is about no effect
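Enhancer read-out: after compound pinning and an initial kinetic agonist-mode read, an EC20 of TRH (10 nM final) was injected and fluo-8 calcium signal (Ex 480/Em 530) followed at 1 s/cycle for 100 cycles in TRHR-expressing cells.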
USP1-UAF1 inh – blocks the human USP1/UAF1 deubiquitinase complex | recombinant USP1/UAF1, Ub-Rhodamine cleavage fluorescence | Potency, µM (top dose mostly 57.1 µM), for inactives: at the top dose activity change, negative = inhibition, usual class: inhibitors | O94782 | 390,000 tested, 0.23% active; note: potency is the fitted concentration of half-maximal effect; % is set by controls: 0 for no effect and ±100 for the full control effect; nearly all actives have a fitted effect of over 60% in size; inactives centre near -12
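In this screen, compounds sit with the deubiquitinase complex (1nM) for 15 min at room temperature before Ub-Rho is added at 150nM final. Fluorescence rise is then followed for 6 reads every 60 seconds.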
D2 agonist – agonists of human D2 dopamine receptor; P14416; HEK293 T-REx D2 cells, calcium flux agonist mode; activation, % at 2 µM; 340,000 tested, 0.53% active; AID 485358;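 active = activation over 3 SD above normal in the single-dose calcium agonist read, cut at about 30% in these data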; note: 0% is about no effect
Target sequence (P14416 whole entry, looked up): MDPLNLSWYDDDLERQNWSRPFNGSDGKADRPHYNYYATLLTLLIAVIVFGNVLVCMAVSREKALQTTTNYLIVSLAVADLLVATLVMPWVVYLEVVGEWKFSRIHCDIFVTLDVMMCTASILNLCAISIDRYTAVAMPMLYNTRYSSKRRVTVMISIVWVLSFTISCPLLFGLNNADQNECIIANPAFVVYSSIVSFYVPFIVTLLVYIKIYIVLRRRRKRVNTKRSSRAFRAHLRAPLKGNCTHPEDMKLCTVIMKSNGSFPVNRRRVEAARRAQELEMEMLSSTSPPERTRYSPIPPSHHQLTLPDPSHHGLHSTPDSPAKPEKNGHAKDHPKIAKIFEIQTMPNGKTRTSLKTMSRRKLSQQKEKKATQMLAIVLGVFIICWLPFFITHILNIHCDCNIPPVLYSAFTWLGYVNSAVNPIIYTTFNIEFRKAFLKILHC
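HEK293 Trex D2 cells, tetracycline-induced, o/n 30 C 5% CO2; no-wash Ca dye, RT 30–90 min; 10-cycle baseline, 23 nl cpd added, kinetic Ca read 180 s; agonist hits = positive Ca response.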
D2 antag – antagonists of human D2 dopamine receptor; HEK293 TREx D2 cells, calcium flux, dopamine EC80; AID 485344; inhibition, % at 10 µM; P14416; 340,000 tested, 2% active; in the data active = inhibition above about 30%; note: 0% is about no effect
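Measurement of antagonist activity uses fluorescent calcium dye in inducible HEK293 T-REx D2 cells: 10 s baseline, compound addition with 180 s read, EC80 dopamine addition with a further 180 s read.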
TRHR ag – agonists of human TRH receptor; TRHR cells, calcium flux fluo-8, FDSS agonist mode; activation, % at 2 µM; 360,000 tested, 0.18% active; in the data active = activation above about 30%; note: 0% is about no effect
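Agonist-mode FDSS calcium read (Ex 480/Em 530, 1 s cycles) in 1536-well TRHR cells with fluo-8 dye, after 10-cycle baseline and 23 nL compound addition; TRH at EC20 (10 nM final) added afterwards for the enhancer phase.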
mIDH1 inhibitor – human IDH1 R132H inhibition. O75874. IDH1-R132H enzyme, NADPH consumption, diaphorase/resazurin fluorescence. Potency, µM (doses to about 76.6 µM), without a hit: at the top dose activity change, negative = inhibition, usual class: inhibitors. 390,000 tested, 0.093% active; note: potency is the fitted concentration of half-maximal effect; % is set by controls: 0 for no effect and ±100 for the full control effect; nearly all actives have a fitted effect of over 65% in size
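IDH1-R132H (0.5 ug/mL dispensed) in pH 7.5 Tris buffer was preincubated 30 min with compound, then given a substrate mix of 0.016 mM NADPH and 2 mM alpha-KG for 80 min at room temperature; remaining NADPH was read by diaphorase/resazurin fluorescence.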
Starred values were filed as active, the others as inactive; ? = inconclusive; · = no result given; [ ] = dose if it differs, or a comment. Unless noted, calls come from the whole dose curve; as a rule, active = well fitted inhibition curve with a large enough effect; inconclusive = small, poorly fitted or top-dose-only effect; inactive = no such curve, though single readings can be large or run the other way.

SMILES	rTrxR1 inhibitor	PI4K2A inh	TrxR1 substrate	TRHR PAM	USP1-UAF1 inh	D2 agonist	D2 antag	TRHR ag	mIDH1 inhibitor
Cc1cc(NC(=O)CSc2ccc3nnc(CCNS(=O)(=O)c4ccccc4)n3n2)no1	0%	6	-2%	4	-14%	·	·	0.0	-6%
COc1ccccc1CNC(=O)c1ccc(S(=O)(=O)N(C)C)cc1	-4%	-1	-4%	0	3%	0.0	-2	0.2	-2%
Cc1cc(OCc2ccc(F)cc2)nc(-c2ccccc2O)n1	22%	2	6%	-2	-12%	0.9	0	0.7	8%
O=S(=O)(O/N=C1\CCCc2ccccc21)c1ccc(Cl)cc1	1%	3	3%	0	-18%	-0.7	6	-0.6	15%
CCOc1ncccc1C(=O)OCc1cn2cc(Cl)ccc2n1	7%	1	-3%	0	-11%	-1.8	7	-0.6	12%
O=c1[nH]c(Cc2ccccn2)nc2scc(-c3ccc(Cl)cc3)c12	45%[activator]	-8	8%	5	-24%	-0.4	9	-0.8	6%
O=C1C2CCCN2C(c2ccccc2F)N1c1ccc(Cl)cc1 (stereo not given)	13%	6	2%	0	-9%	0.1	-9	-0.6	-2%
CC(=O)Nc1ccc(OCC[n+]2cccc(C(N)=O)c2)cc1	13%[57.1 µM]	6	2%[57.1 µM]	-1	-10%	0.5	-3	-0.6	-4%
C[n+]1ccn(CC(=O)c2cc(C(C)(C)C)c(O)c(C(C)(C)C)c2)c1	10%	0	-2%	-3	-23%	1.2	8	0.6	5%
Cc1ccc(NC(=O)NCCN2CCCCC2)cc1Cl	13%	-1	5%	-1	-15%	1.0	-19	0.7	-3%
Cc1noc(C)c1NC(=O)N(C)C[C@H]1Oc2c(NC(=O)Nc3ccc4c(c3)OCO4)cccc2C(=O)N([C@H](C)CO)C[C@@H]1C	4%[57.1 µM]	0	7%[57.1 µM]	·	-11%	·	·	·	0%
Cc1nc(OCc2ccccc2)c2sc3nc4c(cc3c2n1)COC(C)(C)C4	16%[2.29 µM]	-2	12%[57.1 µM]	-1	-6%	1.0	0	-0.1	0%
Cc1ccc(C2C(N)C(=O)N2c2ccc(C)cc2)cc1 (stereo not given)	39%	-4	5%	2	-15%	0.6	-10	1.0	0%
COc1ccc(Br)cc1C1Nc2cccc3cccc(c23)N1	1%	-2	6%	10	-25%	1.0	7	-1.2	14%
CC(C)(C)n1nnnc1C(c1ccc2ncccc2c1)N1CCC(O)CC1 (stereo not given)	7%[57.1 µM]	0	4%	15	-4%	0.0	1	-0.1	3%
COC(=O)c1ccccc1NC(=O)CN(C)S(=O)(=O)c1ccc(OC)cc1	12%	-1	12%	3	-13%	-0.5	-20	-0.6	5%
O=C(O)c1cc(N2CCCCC2)ccn1	2%[11.4 µM]	4	4%[57.1 µM]	·	-17%	·	·	·	2%
CCN(Cc1nc(-c2ccccc2)no1)C(=O)c1ccoc1C	15%[57.1 µM]	-2	3%[57.1 µM]	3	-12%	-0.7	-3	-0.1	23%
COc1ccccc1NC(=O)N(C1CCCC1)C1CCN(C(C)=O)CC1	13%	0	7%	2	-19%	2.0	5	0.6	-2%
Cc1ccn2c(C(=O)CSc3ccc(Cl)cc3Cl)c(C)nc2c1	9%[57.1 µM]	4	-9%	1	-4%	0.4	8	0.4	6%
COc1ccccc1CNC(=O)C(C)n1c(=O)cc(-c2ccccc2)c2c(C)nn(C)c21 (stereo not given)	16%[57.1 µM]	-1	1%[57.1 µM]	-26	-4%	0.6	·	0.0	-13%
COC(=O)c1sccc1-c1ccc(/C=N/OC(=O)c2cccs2)o1	95%	0	40%	-4	-24%	0.3	4	0.1	1%
O=C(CN1C(=O)NC2(CCOc3ccccc32)C1=O)Nc1ccc2c(c1)OCCO2 (stereo not given)	7%	2	-1%	3	-5%	0.6	-12	0.3	0%
Cc1ccccc1-c1nnc(SCc2ccccc2)o1	27%	2	12%	0	-17%	-0.1	-8	1.5	10%
CCSCc1nnc(SCC(=O)Nc2ccc(F)cc2)n1CC	11%[57.1 µM]	0	9%[57.1 µM]	-3	-10%	-0.7	0	1.3	0%
CCn1nc(C(=O)NNC(=O)c2ccc(OC(F)F)cc2)c2ccccc2c1=O	-5%	-2	-3%	·	-7%	·	·	·	4%
CCCc1cc(C(=O)Nc2ccc(OC)cc2[N+](=O)[O-])cs1	22%	-2	-3%	7	-22%	-0.8	-4	0.1	-7%
O=S(=O)(c1cccc2cccnc12)N(CCO)CCO	14%	-6	0%	-3	-23%	0.0	-7	0.1	-2%
CC1Cc2ccccc2N1C(=O)CSc1nc(-c2ccco2)cc(C(F)(F)F)n1 (stereo not given)	-11%	2	-13%	-10	0%	-0.3	8	0.3	3%
C[C@@]12CC(=O)NC1N(C(=O)c1cccc(C(F)(F)F)c1)C(c1ccccc1OC(=O)c1cccc(C(F)(F)F)c1)C2 (stereo not given in full)	18%	-5	0%	8	-26%	1.1	-13	2.0	-2%
COc1cccc(OCC(=O)N2CCC3(CC2)CC(=O)c2ccccc2O3)c1	21%[57.1 µM]	-4	3%[57.1 µM]	2	-29%	0.0	-17	-0.3	-1%
Cc1ccc(C)c(Cn2c(=O)n(Cc3ccccc3)c(=O)c3c(C)c(C)sc32)c1	23%	0	2%	-4	?	0.2	·	0.5	·
CC1(C(=O)Nc2ncc(Cc3ccc(Br)cc3)s2)Cc2ccccc2C(=O)O1 (stereo not given)	5%	-3	-8%	12	-22%	1.5	·	1.6	3%
O=C(N/N=C/c1sc(N2CCOCC2)nc1-c1ccccc1)c1cccc(S(=O)(=O)N2CCOCC2)c1	16%	1	0%	4	-31%	4.4	-1	7.0	2%
CCc1cccc(NC2c3ccccc3C(=O)N2c2ccc(C)cn2)c1 (stereo not given)	9%[57.1 µM]	-7	2%[57.1 µM]	-1	-23%	-1.6	14	0.1	-4%
CC(=O)Oc1ccccc1-c1nc(C)nc(N(C)C(C)=O)n1	1%[57.1 µM]	6	6%[57.1 µM]	11	-5%	-0.2	-2	-0.3	5%
CN(C(=O)COC(=O)c1ccc([N+](=O)[O-])cc1)c1ccccc1	-19%	11	-15%	-2	-11%	-0.1	-1	-0.4	-2%
O=C(CSc1nc2ccccc2c(=O)[nH]1)Nc1ccccc1C(F)(F)F	36%[activator]	1	9%	-2	-10%	0.6	10	-0.3	-1%
Cc1cccc(NC(=S)NNC(=O)c2sccc2C)c1	-18%	1	-8%	-17	4%	-0.2	13	0.1	-2%
NC(=O)c1ccc(NC(=O)CCNC(=O)c2ccco2)cc1	-14%	-20	-5%	1	1%	-0.5	-2	-0.2	27%
COc1cccc(CNC(=O)CCC2CCCN(C(=O)CCn3cncn3)C2)c1 (stereo not given)	6%[57.1 µM]	-1	-2%[57.1 µM]	7	-3%	0.7	0	0.1	0%
CCOC(=O)N1CCN(C(=O)c2ccc3c(=O)n(-c4ccc(OC)cc4OC)c(=S)[nH]c3c2)CC1	-14%	0	-1%	·	-12%	·	·	·	6%
CCCCCC(=O)Nc1cccc(C2=NOC3(C2)C[C@@H](C(N)=O)N(C(=O)C2(C)CC2)C3)c1 (stereo not given in full)	-9%[57.1 µM]	-5	-3%[57.1 µM]	-7	-20%	·	·	-0.3	3%
Cc1ccc(NC(=O)Cn2c(=O)n(CCCCC(=O)NCCc3ccccc3)c(=O)c3ccccc32)cc1	9%	1	0%	6	-7%	-0.6	·	-1.5	-5%
Cc1cccc(C(=O)NC(=S)N2CCc3ccccc3C2)c1	11%[57.1 µM]	2	3%[57.1 µM]	-3	-15%	0.7	9	-0.5	-3%
COc1cc(C(=S)N2CCOCC2)cc(OC)c1OS(=O)(=O)c1ccc(NC(C)=O)cc1	10%	-1	5%[57.1 µM]	3	-12%	0.0	-16	1.7	-1%
Cc1ccccc1NC(=S)N(CCCN1CCOCC1)Cc1cccnc1	7%	-2	-2%	-12	-9%	1.0	3	0.1	-6%
Cc1onc(-c2ccc(Cl)cc2)c1-c1ccnn1S(=O)(=O)c1ccc(Cl)cc1	38%[activator][57.1 µM]	-3	7%[57.1 µM]	3	-10%	1.0	·	0.2	1%
COc1cc(C2C3=C(COC3=O)OC(C)(C)Oc3cc4c(cc32)OCO4)cc(OC)c1OC (stereo not given)	-2%[11.4 µM]	-1	-6%[11.4 µM]	·	-17%	·	·	·	6%

An excerpt of these results, with values under each structure.
Sequence of screens – rTrxR1 inhibitor	PI4K2A inh	TrxR1 substrate	TRHR PAM	USP1-UAF1 inh	D2 agonist	D2 antag	TRHR ag	mIDH1 inhibitor
COC(=O)c1ccccc1NC(=O)CN(C)S(=O)(=O)c1ccc(OC)cc1
→ 12%	-1	12%	3	-13%	-0.5	-20	-0.6	5%
O=C(O)c1cc(N2CCCCC2)ccn1
→ 2%[11.4 µM]	4	4%[57.1 µM]	·	-17%	·	·	·	2%

Compounds as they come; overall some 3.9% were active at least once.
